# EBNA-1 inhibitor: blocks EBNA-1 binding to DNA. 0.34% of 300,000 active. inhibition, % at 14.8 µM. EBNA-1 DNA binding, fluorescence polarization; in the data active = inhibition above about 28%
# procasp7 counter: counter-screen: procaspase-7 (human) activation. recombinant procaspase-7, Ac-DEVD-pNA absorbance 405 nm; D23A/D198A/D206A triple mutant, cannot self-cleave; scale: DMSO 0, 5 µM enzyme 100. activation, % at 8.5 µM. 0.093% of 330,000 active;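 active = percent activation above the screen-wide mean plus 3 SD, cut at about 25% in these data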
#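 Assay system – Uncleavable procaspase-7 mutant enzyme · Quantity – 2 µM procaspase-7 mutant as dispensed · Times – 1 h preincubation, 2 h reaction · Dosing – single nominal 8.5 µM compound dose, 0.8% DMSO final · Buffer or medium – Zinc-free 50 mM HEPES buffer, pH 7.4, with NaCl and Triton X-100 · Detection – Epi-absorbance of released pNA at 405 nm, two timepoints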
# AHR activator: activates the human aryl hydrocarbon receptor; 2.5% of 320,000 active; activation, % at 5 µM; AHR-responsive luciferase reporter cells, luminescence; in the data active = activation above about 47%;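 note: 0% = vehicle wells and 100% = reference agonist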
# LAP4 TOR yeast: alters LAP4-GFP fluorescence in TOR pathway yeast screen. 0.34% of 320,000 active. AID 2023. GFP response vs DMSO, % at 10 µM. S. cerevisiae LAP4-GFP multiplex, flow cytometry GFP, 3 h; median GFP as percent of DMSO wells;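 active = GFP response vs DMSO above a set limit, about the screen mean plus 3 SD, cut at about 150% in these data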
# MEP2 TOR yeast: alters MEP2-GFP fluorescence in TOR pathway yeast screen; 0.51% of 330,000 active; S. cerevisiae MEP2-GFP strain, flow cytometry GFP, 3 h; 100% = DMSO control level; GFP response vs DMSO, % at 10 µM;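 active = GFP response versus DMSO above a set limit, roughly screen mean plus 3 SD, cut at about 180% in these data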;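 note: median GFP fluorescence of the barcode-gated MEP2-GFP cells per well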
# ZTA DNA inh: counter-screen for EBNA-1 inhibitors: inhibitors of Epstein-Barr virus ZTA; ZTA-DNA binding, fluorescence polarization; inhibition, % at 11 µM; 0.15% of 320,000 active; P03206; AID 2234; in the data active = inhibition above about 33%
# procasp3 activ: activators of human procaspase-3; 0.11% of 330,000 active; activation, % at 8.5 µM; P42574; recombinant procaspase-3 D3A, Ac-DEVD-pNA absorbance 405 nm;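 active = activation above the mean of all tested compounds plus 3 SD, cut at about 21% in these data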;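 note: 0% = DMSO alone and 100% = DMSO wells spiked with extra 5 µM PC-3 D3A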
#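 Assay system – Procaspase-3 D3A mutant · Benchmarks – DMSO low control, extra-enzyme high control · Technique – 405 nm absorbance of p-nitroaniline, reads at 0 and 120 min · Doses – 8.5 µM nominal · Measure – % activation between DMSO and enzyme-spiked controls · Also added – Ac-DEVD-pNA chromogenic peptide substrate · Schedule – 1 h compound preincubation, 2 h substrate hydrolysis at 25 °C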
# RPL19A TOR yeast: modulators of TOR pathway RPL19A-GFP in S. cerevisiae; 0.3% of 330,000 active; AID 2025; percent response vs DMSO, % at 10 µM; S. cerevisiae RPL19A-GFP strain, flow cytometry, 3 h; hits give low values;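 active = percent response vs DMSO below 50%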;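 note: median channel GFP fluorescence of the barcoded RPL19A-GFP strain; ratio of sample median GFP to plate DMSO average so 100% = DMSO; lower means less RPL19A-GFP as with rapamycin TOR inhibition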
# * = called active by the depositor; x = not tested or not shown; [ ] = another dose, or the depositor's remark.
SMILES,EBNA-1 inhibitor,procasp7 counter,AHR activator,LAP4 TOR yeast,MEP2 TOR yeast,ZTA DNA inh,procasp3 activ,RPL19A TOR yeast
Cc1cc(C)c(NC(=O)C2CCCN2CCOC(=O)c2cccc([N+](=O)[O-])c2)c(C)c1 (stereo not given),-4,5,-2,90,95,-10,0,104
CCCS(=O)(=O)N1CCC(C(=O)NCCCOC(C)C)CC1,-1,-2,0,106,107,-7,5,104
CCOc1ccccc1C1C(C(=O)OC)=CN(C)C=C1C(=O)OC,3,-7,2,109,99,-16,-8,96
O=C(CCc1nc2ccccc2c(=O)[nH]1)Nc1ccc(F)c([N+](=O)[O-])c1,-7,-4,2,94,95,6,-1,92
Cc1ccc(CCN2CC(C(=O)N3CCN(c4ccc(F)cc4)CC3)CC2=O)cc1 (stereo not given),-9,-2,1,95,97,-13,-2,95
O=C(Nc1ccccc1)C(Cc1ccccc1)NC(=O)C12CC3CC(CC(C3)C1)C2 (stereo not given),3,3,-1,97,96,8,3,94
CCOC(=O)c1ccc(S(=O)(=O)N2CCN(S(=O)(=O)CC)CC2)cc1,18,7,2,101,108,17,9,102
CCOC(=O)COc1ccc(S(=O)(=O)NC2CC2)cc1,-1,-12,-2,95,108,-1,7,99
CC(C)NS(=O)(=O)c1ccc(NC(=S)NC(=O)c2ccc(-c3ccccc3)cc2)cc1,4,-23,4,111,100,-4,-1,100
COc1ccccc1Nc1ncc(C(C)=O)c(C)n1,-1,15,1,108,112,-7,-2,100
COc1cccc(N=Nc2c(N)[nH]n3c(=O)c4c(nc23)CCCC4)c1,-4,-28,30,96,105,3,-17,101
COc1ccc(OC)c(CNC(=O)C2CCCN(c3nc4ccccc4o3)C2)c1 (stereo not given),-9,-10,15,108,97,-9,5,99
COc1ccc2c(c1)C(C)=CC(C)(C)N2C(=O)CNCc1ccc2c(c1)OCO2,4,9,10,100,101,-8,-2,103
Cc1cc2ncn(C(=O)c3cc(-c4ccccc4)nc4ccccc34)c2cc1C,-2,-2,2,101,106,-2,3,101
COc1cc(O)c2c(=O)c3c(OC)c(O)ccc3oc2c1,8,0,-3,121,93,10,-1,103
CCOC(=O)[C@H]1[C@H]2COc3ccccc3[C@@H]2N2C(=O)CN(Cc3ccc(C)cc3)C(=O)[C@@]12C,x,4,1,113,107,x,8,107
CC(=O)C1=C(O)CC(c2ccccc2)CC1=NCCc1c(C)[nH]c2ccccc12 (stereo not given),7,6,0,98,103,12,-6,99
CCOC(=O)C1CCCN(C(=O)CCNS(=O)(=O)c2ccc(Br)cc2)C1 (stereo not given),x,2,27,92,95,-5,7,92
COc1ccc2nc(Nc3nc4cc5c(cc4s3)OCCO5)sc2c1,-10,-112,53*,79[may fluoresce violet],111[may fluoresce violet],5,-48,84[may fluoresce violet]
CCOC(=O)c1nnsc1Nc1ccc(C)c(C)c1,4,12,-2,107,70,1,-8,91
C[C@@H]1CCC(=O)N(CC[C@H](N=[N+]=[N-])c2ccccc2)CC1,12,-5,3,116,90,14,-8,100
CN(C1CCCCC1)S(=O)(=O)c1cccc(C(=O)Nc2ccccn2)c1,-9,12,3,115,103,-2,7,103
O=C(CCC1COc2ccccc2O1)NCc1ccco1 (stereo not given),0,-15,-2,105,96,4,8,99
CCC(=O)C1CCCN(C(=O)c2cccc(OC3CCN(S(C)(=O)=O)CC3)c2)C1 (stereo not given),14,3,-5,132,133,4,-3,116
CC(C)(C)OC(=O)C(C)(C)O/N=C(\C(=O)O)c1csc(N)n1,0,4,-2,105,97,11,0,97

# The last 3 compounds of the part before are carried over, then new ones follow:
SMILES,EBNA-1 inhibitor,procasp7 counter,AHR activator,LAP4 TOR yeast,MEP2 TOR yeast,ZTA DNA inh,procasp3 activ,RPL19A TOR yeast
O=C(CCC1COc2ccccc2O1)NCc1ccco1 (stereo not given),0,-15,-2,105,96,4,8,99
CCC(=O)C1CCCN(C(=O)c2cccc(OC3CCN(S(C)(=O)=O)CC3)c2)C1 (stereo not given),14,3,-5,132,133,4,-3,116
CC(C)(C)OC(=O)C(C)(C)O/N=C(\C(=O)O)c1csc(N)n1,0,4,-2,105,97,11,0,97
NNC(=O)C1CC(O)CN1S(=O)(=O)c1ccc2ccccc2c1 (stereo not given),x,-3,0,91,88,0,3,91
Cc1nn(-c2ccccc2)c(C)c1C(=O)OCC(=O)Nc1ccc2c(c1)OCO2,0,-3,4,104,94,-12,10,103
COc1ccc(OC)c(C2=Nn3c(nnc3C3CCCCC3)SC2)c1,-6,7,17,98,101,-2,-2,99
O=S(=O)(c1ccc2ccccc2c1)N1CCN(C2CCN(Cc3ccccc3)CC2)CC1,0,6,0,82,101,6,-4,102
CCCCCCc1c(O)c2ccccc2[nH]c1=O,7,11,2,95,97,-3,2,98
COc1ccc(-n2nc(C(=O)NCCCN3CCOCC3)c3ccccc3c2=O)c(OC)c1,9,3,1,91,92,4,3,98
Cc1cccc(-n2c(C)cc(/C=N\NC(=O)c3cccs3)c2C)c1,-1,-2,-1,99,96,0,-1,101
CSc1nc2ccc(NC(=O)c3ccc(=O)[nH]c3)cc2s1,-7,3,4,97,107,-8,2,98
Cc1c(Cl)cccc1NC(=S)NCCc1ccc(S(N)(=O)=O)cc1,4,-3,-1,95,108,17,4,107
COc1ccc(C(c2nnnn2Cc2ccccc2)N2CCN(c3nc4ccccc4s3)CC2)cc1 (stereo not given),-2,2,2,95,94,8,-1,99
CS(=O)(=O)c1ccc(NC(=O)CCN2C(=O)C3CCCCC3C2=O)cc1 (stereo not given),2,4,-3,108,97,4,-3,94
O=S(=O)(c1ccccc1)N1CCN(C(=S)NCCc2ccccc2)CC1,0,-3,-1,83,99,18,0,106
COc1cccc(-n2c(C)nn(C)c2=O)c1,0,3,1,87,99,-2,3,101
Cc1c(N)cccc1-n1cccc1,3,6,-1,103,110,-1,6,104
O=C(Nc1ccc(N2CCOCC2)c(Cl)c1)c1ccc(F)cc1,-4,-5,-1,111,108,-19,6,98
CC1CCN(C(=O)CNC(=O)c2cccc(OC(F)F)c2)CC1,-3,-1,2,86,96,-7,10,96
COc1cc(C2NC(=O)NC(c3ccccc3)=C2C(C)=O)ccc1OCC(=O)O (stereo not given),-4,-4,0,94,101,-1,-2,100
COC(=O)c1ccccc1-c1ccc(/C=N/Nc2nc(N3CCCC3)nc(N3CCCC3)n2)o1,-1,10,13,112,90,-4,-1,97
O=C(O)COc1ccc(S(=O)(=O)N2CCCC2)cc1,5,-17,4,96,104,11,2,105
Cc1cccc(OCC(=O)NCC(=O)N/N=C/c2ccc(O)cc2O)c1,2,-3,7,100,104,-6,15,98
Clc1ccc(CSc2nnc(Cn3cnc4ccccc43)o2)cc1,-10,9,-2,100,105,-6,8,103
COc1cccc(Oc2ccc(C(F)(F)F)cc2NC(=O)CN2C(=O)NC3(CCCC3)C2=O)c1,x,-2,0,96,99,x,2,105
COc1ccc2[nH]c(C)c(CN3CCCCC3)c(=O)c2c1,13,2,-1,98,97,-12,15,96
COC(=O)[C@@H]1CC[C@@](C)(c2ccc(OC)cc2)C1(C)C,-13,-11,-2,121,101,12,-5,113
Cc1nc2ccccc2c(=O)n1/N=C/c1cccs1,-4,1,16,85,90,9,-1,89

# Sorted by heavy-atom count (smallest number first): four of the compounds above.
SMILES,EBNA-1 inhibitor,procasp7 counter,AHR activator,LAP4 TOR yeast,MEP2 TOR yeast,ZTA DNA inh,procasp3 activ,RPL19A TOR yeast
Cc1nc2ccccc2c(=O)n1/N=C/c1cccs1,-4,1,16,85,90,9,-1,89
COC(=O)[C@@H]1CC[C@@](C)(c2ccc(OC)cc2)C1(C)C,-13,-11,-2,121,101,12,-5,113
Cc1cccc(OCC(=O)NCC(=O)N/N=C/c2ccc(O)cc2O)c1,2,-3,7,100,104,-6,15,98
COc1ccc(-n2nc(C(=O)NCCCN3CCOCC3)c3ccccc3c2=O)c(OC)c1,9,3,1,91,92,4,3,98

# (cont.)
SMILES,EBNA-1 inhibitor,procasp7 counter,AHR activator,LAP4 TOR yeast,MEP2 TOR yeast,ZTA DNA inh,procasp3 activ,RPL19A TOR yeast
Cc1ccc(C(=O)N2CCC(N3CCC(C(=O)N4CCOCC4)CC3)CC2)cc1C,8,9,2,95,106,4,6,99
CC1CN(Cc2cc(=O)oc3cc(O)c(Cl)cc23)CC(C)O1 (stereo not given),0,5,0,104,105,8,-7,106
CSc1ccc(CCNC(=O)C2CCN(c3nnc(-n4cccc4)s3)CC2)cc1,13,9,-2,101,93,3,2,95
COc1ccc(C2(C)NC(=O)N(CC(=O)Nc3ccc4[nH]c(=O)[nH]c4c3)C2=O)cc1 (stereo not given),-15,8,2,105,105,-4,2,105
COC(=O)N/N=C/c1cc(Br)ccc1O,1,0,17,108,100,5,7,97
Cc1cc(C)c(C)c(S(=O)(=O)NCCCN2CCCC2=O)c1C,10,11,0,96,103,-3,5,100
CCOCc1cnc(C)nc1NCC(=O)c1c(C)[nH]c2cc(C)ccc12,2,6,0,96,99,3,-11,100
c1ccc(CNc2ccccn2)cc1,-4,4,2,105,110,-6,-4,111
Cc1nc2sc(C(c3ccccc3)N3CC(C)OC(C)C3)c(O)n2n1 (stereo not given),2,-1,0,103,107,-3,-2,98
CCN(CC)C(=O)C1CCN(Cc2ccc(OCc3ccccc3)c(OC)c2)CC1,-3,-2,0,84,102,8,5,94
COc1cc(C)nc(N(Cc2ccccc2)S(=O)(=O)c2ccc(C)cc2)n1,-5,11,-2,99,103,-7,8,103
C/C(=C\C(=O)C(F)(F)F)Nc1cc(C)cc(C)c1,0,15,2,95,116,-2,-12,101
COc1ccc(N2CCN(Cc3cc(=O)c(OCC(=O)Nc4ccccc4)co3)CC2)cc1,-5,3,-3,103,97,-8,-1,96
Cc1ccc(C)c(N2CCN(C(=O)c3ccc4nc(-c5ccco5)c(-c5ccco5)nc4c3)CC2)c1,16,-39,1,108,108,-13,-39,100
CCN(CC)CC(=O)Nc1sc(C)cc1C(=O)c1ccc(C)cc1,14,1,-1,87,99,14,7,101
O=C(N/N=C/c1cn(-c2ccccc2)nc1-c1cc2ccccc2o1)c1c[nH]c2ccccc12,2,-3,109*,102,96,11,0,93
CCN1CCN(c2ccc(S(=O)(=O)N3CCOCC3)cc2NC(=O)c2ccc(C)c(C)c2)CC1,11,0,0,123,102,15,5,95
CC(C)(C)c1ccc(C(=O)NCC(=O)N2CCC3(CC2)NCCc2[nH]cnc23)cc1,-19,-8,0,92,100,-6,7,97
COc1ccc(OC)c(-c2csc(NC(=O)Cn3[nH]c(=O)c4ccccc4c3=O)n2)c1,1,0,-4,104,99,5,2,103
O=C(CN1CCN(S(=O)(=O)c2ccc(F)cc2)CC1)N1CCOCC1,-8,1,8,105[may fluoresce green],97[may fluoresce green],-20,5,96[may fluoresce green]
Cn1c(C(=O)OC(C(=O)NCC2CCCO2)c2cccnc2)cc2sccc21 (stereo not given),3,10,2,102,104,7,9,106
CC12C=CC3(CN(Cc4ccccc4)C(=O)C3C1C(=O)NCc1ccco1)O2 (stereo not given),-7,-13,2,107,111,-26,-3,99
Cc1ccc(NNC(=O)c2cccs2)cc1Cl,0,-9,3,110,98,14,-9,97
CC(C)NC(=O)CSc1nc(Cc2ccccc2)nc2ccccc12,-1,11,1,104,112,-20,-5,106
Cc1ccc(-n2cc(CNC(C)Cn3cncn3)c(-c3ccc(F)cc3)n2)cc1 (stereo not given),0,13,0,92,93,8,-5,103

# Screens (PubChem)
